# Bioassay records as filed in PubChem BioAssay.
# uPA generation = qHTS for Inhibitors of Cell Surface uPA Generation. Potency, µM (highest dose often 38.3 µM), inactives show at the top dose activity change, negative = inhibition, hits mostly inhibitors. cell surface uPA generation assay, qHTS. 0.31% of 330,000 active; active = well fitted inhibition curve with a large enough effect; inconclusive = small, poorly fitted or top-dose-only effect; inactive = no such curve, though single readings can be large or run the other way; tested in mouse RAW 264.7 cells; also: potency is read from the fitted curve at half-maximal effect; % is scaled to controls: 0 for no effect and ±100 for the full control effect; nearly all actives have a fitted effect of over 55% in size
# Rab9 promoter act = qHTS Assay for Rab9 Promoter Activators; Huh7 Rab9 promoter-luciferase reporter, luminescence, 24 h; Potency, µM (top dose mostly 9.22 µM), inactives show at the top dose activation, negative = inhibition, hits mostly activators; 2.8% of 320,000 active; AID 485297, 2010; also: potency is read from the fitted curve at half-maximal effect; % of control where 0% means no effect; nearly all actives have a fitted effect of over 60% in size
#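 Stable Rab9-luc Huh7, 1500 cells/well, 2 h settle; cmpd in DMSO, 24 h, 37 °C/5% CO2; luciferase reagent 10 min RT; luminescence.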
# RORg inh = qHTS for inhibitors of ROR gamma transcriptional activity. 5.4% of 310,000 active. Drosophila S2 Gal4-RORgamma UAS-luciferase reporter, 20 h. Potency, µM (highest dose often 53.6 µM), for the others: top-dose activity change, negative = inhibition, hits mostly inhibitors; also: potency is read from the fitted curve at half-maximal effect; % is scaled to controls: 0 for no effect and ±100 for the full control effect; nearly all actives have a fitted effect of over 60% in size
#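 Read-out: Photinus luciferase luminescence; inhibitors lower reporter signal. Insect Schneider cells with Gal4-ROR gamma fusion under metallothionein promoter, UAS reporter; 700 uM final copper sulfate induction, 20 hr, ambient temperature.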
# Giardia killer = Small Molecules that selectively kill Giardia lamblia: qHTS; Giardia lamblia trophozoite viability; activity change, % at 7.66 µM, hits read low; 0.15% of 340,000 active; AID 540267, 2011; in the data active = activity change below about -80%; inconclusive = between about -30% and that limit;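 also: parasites exposed to compound for two days anaerobically before the ATP read; % is scaled to controls: 0 for no effect and ±100 for the full control effect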
#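 Giardia lamblia trophozoites (100 cells/well) were incubated with compounds for 48 h at 37 deg C under anaerobic conditions. Viability was read as ATP content by one-step luminescence after 15-30 min at room temperature.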
# Coupling enz = qHTS Assay for Inhibitors of Fructose-1,6-bisphosphate Aldolase from Giardia Lamblia: Coupling assay counterscreen; coupling enzyme system counterscreen, AmpLite Red fluorescence; activity change, negative = inhibition, % at 58.2 µM, hits read low; 0.67% of 290,000 active; AID 2472, 2010; in the data active = activity change below about -30%; also: % is scaled to controls: 0 for no effect and ±100 for the full control effect
#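 Final compound at 57.5 uM, incubated 10 min at RT with coupling enzyme reagent (glyceraldehyde-3-phosphate), then 20 min with substrate and AmpLite Red detection. Fluorescence read at 525/598 nm; tests interference with the coupling assay, not aldolase inhibition.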
# KCNH2 3.1 inh = qHTS for Inhibitors of KCHN2 3.1: Mutant qHTS; Potassium voltage-gated channel subfamily H member 2, brain isoform KCNH2 3.1 (human); U2OS KCNH2 3.1, thallium flux FluxOr; stronger effect = lower value; 0.95% of 340,000 active; activity change, % (tested at about 1.8 µM);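 active = maximum activity change below -70%; inconclusive = maximum activity change from -70% to -50%; inactive = maximum activity change above -50%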;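 also: thallium influx rate constant from kinetic fluorescence after stimulation buffer; % is scaled to controls: 0 for no effect and ±100 for the full control effect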
#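 Steps: virus added to U2OS suspension (4 h, RT, dark); medium with 10% FBS added, cells plated, 37 C overnight; FluxOr/Red40 loading buffer 45 min RT; stimulation buffer, 2 min kinetic read; rate constant normalized.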
# FLuc modulator = qHTS profiling assay for firefly luciferase inhibitor/activator using purifed enzyme and Km concentrations of substrates (counterscreen for miR-21 project); Luciferin 4-monooxygenase (Photinus pyralis), P08659; purified FLuc, Km substrates, luminescence inhibition; Potency, µM (top dose mostly 57.5 µM), without a hit: at the highest dose activity change, negative = inhibition, usual class: inhibitors; 6.9% of 360,000 active; AID 588342, 2011;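 also: potency is read from the fitted curve at half-maximal effect; plate controls were vehicle for no effect and reference inhibitor for full effect; nearly all actives have a fitted effect of over 55% in size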
# Target sequence (P08659 whole entry, looked up): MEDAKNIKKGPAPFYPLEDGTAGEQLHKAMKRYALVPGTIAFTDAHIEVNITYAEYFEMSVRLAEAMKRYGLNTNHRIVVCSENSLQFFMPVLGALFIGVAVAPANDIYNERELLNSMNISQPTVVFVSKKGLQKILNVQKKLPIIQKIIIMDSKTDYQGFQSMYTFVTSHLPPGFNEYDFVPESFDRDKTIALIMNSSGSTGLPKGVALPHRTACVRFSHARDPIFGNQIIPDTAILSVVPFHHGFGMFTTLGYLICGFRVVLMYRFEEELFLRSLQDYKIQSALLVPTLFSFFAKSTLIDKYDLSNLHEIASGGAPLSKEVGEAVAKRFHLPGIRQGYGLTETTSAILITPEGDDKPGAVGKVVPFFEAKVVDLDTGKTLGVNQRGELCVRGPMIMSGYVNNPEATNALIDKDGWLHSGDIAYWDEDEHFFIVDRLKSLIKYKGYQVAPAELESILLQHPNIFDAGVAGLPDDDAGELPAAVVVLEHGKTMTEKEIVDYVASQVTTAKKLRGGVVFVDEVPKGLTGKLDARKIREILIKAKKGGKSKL
#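 Purified P. pyralis luciferase, 10 nM final, with Km-level 10 uM D-luciferin and 10 uM ATP in 50 mM Tris acetate pH 7.5, 10 mM Mg acetate, 0.01% Tween-20, 0.05% BSA; 6-point qHTS titration about 60 µM downward; luminescence read.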
# Tb PFK inh = qHTS Assay to Find Inhibitors of T. brucei phosphofructokinase; T. brucei PFK, ADP-Glo luminescence; Potency, µM (top dose mostly 57.5 µM), for the others: top-dose activity, negative = inhibition, actives largely listed as inhibitors; 0.17% of 330,000 active;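 also: potency is read from the fitted curve at half-maximal effect; 0% = uninhibited 1x PFK enzyme wells and -100% = no-enzyme wells; nearly all actives have a fitted effect of over 60% in size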
# Target sequence (O15648 whole entry, looked up): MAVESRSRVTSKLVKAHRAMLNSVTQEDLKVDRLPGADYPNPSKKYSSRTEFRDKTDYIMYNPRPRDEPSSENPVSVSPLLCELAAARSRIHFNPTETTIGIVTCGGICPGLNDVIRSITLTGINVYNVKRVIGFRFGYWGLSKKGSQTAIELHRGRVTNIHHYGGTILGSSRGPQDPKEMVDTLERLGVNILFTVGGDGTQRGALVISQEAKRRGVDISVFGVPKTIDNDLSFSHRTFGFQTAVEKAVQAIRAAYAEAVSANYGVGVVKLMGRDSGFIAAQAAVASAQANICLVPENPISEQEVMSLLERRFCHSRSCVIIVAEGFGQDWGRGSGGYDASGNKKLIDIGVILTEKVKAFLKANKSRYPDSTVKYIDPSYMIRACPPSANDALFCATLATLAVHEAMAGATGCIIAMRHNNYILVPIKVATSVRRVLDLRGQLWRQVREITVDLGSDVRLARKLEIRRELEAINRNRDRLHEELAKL
#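 Activity is normalized to no-enzyme wells (full inhibition) and 1.25 nM enzyme wells (no inhibition). Reaction: 0.5 mM F6P, 0.1 mM ATP, 45 min RT, ADP-Glo luminescence; concentration-response curves fitted and classed by quality.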
# ELG1 genotox = qHTS screen for small molecules that induce genotoxicity in human embryonic kidney (HEK293T) cells expressing luciferase-tagged ELG1; HEK293T ELG1-luciferase reporter, luminescence, 16 h; Potency, µM (top dose mostly 46 µM), for inactives: at the highest dose activity change, positive = activation, usual class: activators; 1.3% of 330,000 active; also: potency is read from the fitted curve at half-maximal effect; % of control where 0% means no effect; nearly all actives have a fitted effect of over 60% in size
#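 Screening used a luciferase reporter fused to human ELG1 in HEK293T cells. Luminescence was read on a CCD plate imager after 16 hr exposure and 30 min ONE-Glo incubation.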
# NPC1 prom act = qHTS Assay for NPC1 Promoter Activators | Huh7 NPC1 promoter luciferase reporter, 24 h | Potency, µM (titrated, usually from 9.22 µM), without a hit: at the highest dose activation, most hits filed as activators | 2.4% of 320,000 active;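 also: potency is read from the fitted curve at half-maximal effect; % of control where 0% means no effect; nearly all actives have a fitted effect of over 60% in size; reporter is driven by a mutant NPC1 promoter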
#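 Cells: Huh7 expressing luciferase under the NPC1 promoter, 1500/well. Seeded 2 h, compound added, incubated 24 h at 37 °C. Luciferase reagent, 10 min ambient, then luminescence.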
# Gal4-VP16 FLuc = VP16 counterscreen qHTS for inhibitors of ROR gamma transcriptional activity; Drosophila S2 Gal4-VP16 UAS-luciferase, luminescence, 20 h; Potency, µM (highest dose often 53.6 µM), for the others: at the top dose activity, negative = inhibition, most hits filed as inhibitors; 3.5% of 310,000 active; AID 2546, 2010;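 also: Gal4-VP16 expression switched on by copper sulfate through the metallothionein promoter; potency is read from the fitted curve at half-maximal effect; % is scaled to controls: 0 for no effect and ±100 for the full control effect; nearly all actives have a fitted effect of over 50% in size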
# * hit, by the source's call; ? = inconclusive; . = not tested or not shown. Unless noted, calls follow the shape of the dose curve; as a rule, active = well fitted curve in the direction sought with a large enough effect; inconclusive = small, poorly fitted or top-dose-only effect, or another doubt; inactive = no such curve, though single readings can be large; an effect the other way counts as inactive or inconclusive.
SMILES,uPA generation,Rab9 promoter act,RORg inh,Giardia killer,Coupling enz,KCNH2 3.1 inh,FLuc modulator,Tb PFK inh,ELG1 genotox,NPC1 prom act,Gal4-VP16 FLuc
Cn1c(=O)c2cc(S(=O)(=O)NC(C(=O)NC3CCCCC3)c3ccccc3)ccc2n(C)c1=O (stereo not given),1%,5%,27%,-16,0,-5,1%,1%,3%,-2%,10%
CC(C)C(=O)NC(NC(=S)NC1CCS(=O)(=O)C1)C(Cl)(Cl)Cl (stereo not given),-2%,10%,29%,-8,-1,14,6%,-3%,-1%,-3%,-1%
CN1CCN(c2nc3c(c(=O)n(C)c(=O)n3C)n2Cc2ccc(Cl)cc2)CC1,8%,0%,3%,-5,0,0,0%,-4%,-2%,4%,5%
Nc1c(C(=O)O)sc2nc(-c3ccccc3)cc(-c3ccc(F)cc3)c12,12%,-3%,-2%,11,0,15,-1%,0%,-1%,-2%,-3%
CCN(C(=O)COC(=O)/C=C/c1ccco1)C1CCCCC1,-2%,.,.,-18,.,-3,.,?,0%,.,.
COc1ccc(/C=N/NC(=O)CN2CCSCC2)c(OC)c1,-1%,-1%,-6%,0,-1,5,-1%,2%,0%,0%,-4%
CCN(CC(=O)NCc1ccc(F)cc1)C(=O)COc1ccccc1[N+](=O)[O-],?,.,.,?,.,-14,.,2%,5%,.,.
CCOc1ccc(/C=N/NC(=O)C(=O)NCc2ccco2)cc1,1%,3%,-30%,-8,0,2,4%,-1%,15%,-2%,5%
Cc1nn(Cc2ccccc2)c(C)c1C(=O)NCCN1C(=O)S/C(=C\c2ccccc2)C1=O,-6%,-1%,?,-19,2,5,-3%,2%,-7%,1%,-24%
CCOC(=O)c1c(NC(=O)/C=C/C(=O)O)sc(C)c1-c1ccc(Cl)cc1,8.9µM*,-3%,-13%,6,18,7,?,-4%,-1%,-10%,6%
CC1(C)C(=O)Nc2ccccc2N1C(=O)COC(=O)C12CC3CC(CC(O)(C3)C1)C2,3%,-1%,-5%,-15,1,6,3%,-5%,1%,1%,-10%
CCCCNC(=O)N1CCN(C(=O)C2CCCO2)CC1 (stereo not given),-4%,-3%,-2%,-4,2,.,1%,-1%,0%,2%,-4%
O=C(COC(=O)CNC(=O)c1ccccc1)Nc1ccc(S(=O)(=O)N2CCOCC2)cc1,4%,-1%,33%,2,2,-6,-7%,-5%,2%,-3%,4%
O=C(C[C@@H]1C/C=C\CC[C@H](Cc2ccc(F)cc2)C(=O)OC[C@@H]2CCCN2C1=O)NCCO,-2%,.,.,-20,.,-15,.,0%,-2%,.,.
O=C(O)CCn1c(=O)n(CCC(=O)O)c(=O)n(CCC(=O)O)c1=O,-2%,-3%,0%,22,2,-11,2%,-1%,-2%,0%,-5%
COc1ccc(OC)c2[nH]c(C(=O)N3CCC(C(=O)O)CC3)cc12,8%,-5%,-1%,-8,-2,-7,0%,-13%,2%,1%,-3%
c1ccc(SCCCCNC2CCCC2)cc1,-1%,-16%,1%,-15,-1,-4,8%,-5%,0%,-3%,4%
Cc1nnc(SC(C)C(=O)Nc2c(C)n(C)n(-c3ccccc3)c2=O)n1N (stereo not given),1%,12%,20%,-14,1,20,-1%,-3%,1%,0%,-9%
COc1ccc(Br)cc1/C=N/N1CCN(Cc2ccccc2Cl)CC1,2%,2%,5%,2,-4,4,9%,0%,0%,-6%,-1%
COc1ccc(C(=O)NCc2ccc(F)cc2)cc1S(=O)(=O)N1CCCC1,9%,-5%,.,11,.,-3,0%,-8%,-1%,0%,.
O=C(Nc1ccc(Cl)cc1)OCc1cc(-c2ccccc2)on1,-1%,1%,-1%,4,3,-2,?,-4%,4%,3%,11%
Cc1nc2ccccc2c2nc(NC(=O)C(F)(F)F)nn12,-3%,-1%,-2%,-12,-2,4,-1%,2%,5%,-1%,-6%
O=C(/C(=C(\[O-])c1ccccc1)[n+]1ccc2ccccc2c1)c1ccccc1,-7%,2%,-3%,-4,-24,-15,24µM*,2%,11%,8%,-9%
COc1ccc(NC(=O)CSc2nc(O)cc(=O)n2-c2ccc(OC)cc2)cc1,-1%,0%,-10%,6,7,-1,-2%,2%,-5%,0%,3%
O=C(CCC(=O)Nc1ccccc1Cl)N/N=C/c1c[nH]c2ccccc12,-8%,-5%,39%,15,0,4,-5%,-2%,2%,-4%,-1%
CCO[C@H]1OC(C(=O)N2CCOCC2)=C[C@@H](c2ccc(C(F)(F)F)cc2)[C@@H]1CCCO,10%,7%,-3%,14,0,4,1%,-4%,0%,2%,-12%
COc1ccc(-n2ccc(-c3nn(-c4cccc(C(F)(F)F)c4)ccc3=O)n2)cc1,-4%,-1%,0%,-2,-7,2,-2%,-7%,-1%,-8%,0%
COc1ccc(CN2CCC(C(N)=O)CC2)cc1OCc1ccccc1,-6%,5%,4%,5,0,-1,-1%,-1%,-4%,-1%,-5%
Cc1[nH]c(=O)[nH]c(=O)c1/C=C/C(=O)O,7%,-4%,-10%,3,3,-4,0%,-5%,4%,-4%,4%
COc1ccc(OC)c(Nc2ncnc3ccc(Br)cc23)c1,-8%,-4%,.,-6,2,18,-1%,-2%,-7%,-23%,.
Nc1nc(N2CCCCC2)nc(N2CCCCC2)n1,2%,-5%,15%,-6,5,-2,6%,0%,1%,-2%,-1%
CCCCCn1nc(C(=O)OCC(=O)c2c(N)n(C)c(=O)n(C)c2=O)c2ccccc2c1=O,-3%,-9%,-7%,7,-7,-24,0%,-1%,-9%,-9%,-3%
N#Cc1ccccc1NC(=O)COC(=O)c1c[nH]c2ccccc12,0%,3%,.,-9,.,-7,7%,0%,0%,4%,.
O=C(c1sccc1-c1ccccc1)N1CCN(S(=O)(=O)c2ccccc2F)CC1,2%,-4%,.,4,.,-8,-2%,-1%,1%,-2%,.
O=c1oc2ccccc2n1CCc1ccccc1,-3%,-1%,3%,-3,-6,21,4%,0%,14%,0%,7%
COC(=O)C1=CNC=C(C(=O)OC)C1c1cccc(OC)c1,2%,2%,-7%,12,-2,-5,-1%,1%,0%,-2%,3%
COC(=O)CNC(=O)CSc1nnc(C)c(=O)[nH]1,2%,-2%,-3%,6,0,-12,-2%,-2%,2%,0%,1%
Cc1ccc(Cn2c(SCC(=O)N/N=C/c3ccc(C)o3)nc3ccccc32)cc1,0%,-9%,-41%,-2,-1,-26,?,-1%,-11%,-2%,-7%
O=C(COC(=O)CCCc1nc2ccccc2s1)NC(=O)NCc1ccco1,1%,-1%,-16%,-3,2,0,-17%,-15%,-2%,0%,-11%
Cc1cccc(N2CC(=O)N(c3cccc(C)c3)CC2=O)c1,1%,5%,10%,3,1,4,3%,1%,2%,-1%,1%
O=C(COC(=O)Cc1ccccc1F)Nc1cc(S(=O)(=O)N2CCOCC2)ccc1N1CCCC1,-4%,-4%,44%,-2,4,-17,2%,1%,3%,0%,4%
CCOc1cc(-c2nc(-c3ccc(OC)cc3)no2)cc(OCC)c1OCC,0%,-1%,-4%,-3,2,-2,0%,-1%,5%,-1%,0%
O=C(NCCCCl)C1CC(=O)N(CCc2ccc(F)cc2)C1 (stereo not given),-1%,-4%,-5%,-5,0,-20,-2%,-3%,3%,5%,1%
CCn1ccnc1CN(C)C(=O)CC1C(=O)NCCN1Cc1c(F)cccc1Cl (stereo not given),-2%,-1%,-23%,-20,0,-1,-1%,2%,2%,1%,15%
CC(NC(=O)CN(C)Cc1cccc(Cl)c1)c1ccccc1 (stereo not given),-1%,-1%,6%,10,0,9,-2%,2%,-12%,1%,14%
COc1cc(/C=C/C(=O)OCC(=O)Nc2ccc([N+](=O)[O-])cc2)ccc1O,-18%,-3%,16%,-1,-4,-6,-3%,-10%,-1%,-3%,2%
CN(CCNC(=O)CCCOc1cc(=O)n(C)c2ccccc12)Cc1ccccc1,-12%,2%,?,10,2,36,2%,?,28%,-9%,-7%
NC(=O)CN1CCOCCOCCN(CC(N)=O)CCOCC1,5%,-6%,-3%,9,1,14,0%,0%,2%,-1%,-1%
Cc1ccc(NC(=O)/C(C#N)=C/c2ccc(Sc3nc(C)cc(C)n3)o2)cc1,0%,6%,19%,6,0,5,0%,0%,16%,1%,5%
O=C(c1ccccc1)c1cccc(NC(=O)c2ccc(Br)o2)c1,4%,?,?,-17,0,-21,24µM*,1%,4%,3%,-25%
